IDE act = activators of human insulin-degrading enzyme in cells; HEK cells, FAbeta-B cleavage, fluorescence polarization; 0% vehicle, 100% cell-free pure enzyme wells; activation, % at 5.96 µM; 340,000 compounds, 0.073% hits; P14735;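 active = activation above the mean of all tested compounds plus 3 SD, set per screening campaign, cut at about 17% in these data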
Target sequence (P14735 whole entry, looked up): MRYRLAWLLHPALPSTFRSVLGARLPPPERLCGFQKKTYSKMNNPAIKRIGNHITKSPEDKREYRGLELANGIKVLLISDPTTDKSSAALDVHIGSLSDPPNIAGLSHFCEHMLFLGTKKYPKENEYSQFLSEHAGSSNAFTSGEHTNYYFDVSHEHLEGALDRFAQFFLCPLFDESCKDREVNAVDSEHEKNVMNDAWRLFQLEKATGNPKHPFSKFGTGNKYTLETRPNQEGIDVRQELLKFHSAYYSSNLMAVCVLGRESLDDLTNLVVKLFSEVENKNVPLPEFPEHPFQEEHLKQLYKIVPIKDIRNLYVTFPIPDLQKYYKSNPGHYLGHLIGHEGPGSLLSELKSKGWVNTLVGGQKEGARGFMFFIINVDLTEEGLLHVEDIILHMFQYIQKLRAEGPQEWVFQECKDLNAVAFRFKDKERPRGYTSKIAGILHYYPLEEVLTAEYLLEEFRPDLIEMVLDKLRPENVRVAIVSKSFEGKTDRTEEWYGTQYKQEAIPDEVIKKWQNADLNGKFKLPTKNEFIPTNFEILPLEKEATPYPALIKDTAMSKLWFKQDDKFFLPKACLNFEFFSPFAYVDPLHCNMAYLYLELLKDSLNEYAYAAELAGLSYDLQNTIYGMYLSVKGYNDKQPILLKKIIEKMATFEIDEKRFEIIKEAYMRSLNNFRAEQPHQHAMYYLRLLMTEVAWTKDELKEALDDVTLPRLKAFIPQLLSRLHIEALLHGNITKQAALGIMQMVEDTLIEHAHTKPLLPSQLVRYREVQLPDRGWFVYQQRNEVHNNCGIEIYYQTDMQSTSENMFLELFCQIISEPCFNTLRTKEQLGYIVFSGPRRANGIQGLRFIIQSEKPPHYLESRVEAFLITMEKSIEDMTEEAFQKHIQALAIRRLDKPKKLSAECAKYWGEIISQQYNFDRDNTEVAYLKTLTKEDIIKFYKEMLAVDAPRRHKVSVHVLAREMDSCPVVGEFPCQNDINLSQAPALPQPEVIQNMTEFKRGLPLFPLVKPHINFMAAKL
IDE cell inh = cellular human IDE inhibition. HEK cells, FAbetaB cleavage, fluorescence polarization. P14735. inhibition, % at 5.59 µM. AID 434962. 320,000 compounds, 0.41% hits;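 active = percent inhibition above the average of all tested compounds plus 3 SD, set per screening campaign, cut at about 16% in these data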;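 also: IDE supplied by intact live HEK cells; FP after avidin binding of uncleaved biotin substrate so inhibition keeps polarization high; 0% = DMSO wells and 100% = 60 µM reference IDE inhibitor Ii1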
* = called active by the depositor. Some of the compounds tested (hit frequency here may not be typical).

IDE act,IDE cell inh,molecule
1,2,N#Cc1ccccc1NC(=O)COC(=O)C1CCN(C(=O)c2ccc(Cl)cc2)CC1
-9,6,CC1CCN(C(=O)c2[nH]cnc2C(=O)NCc2ccccc2)CC1
7,4,CCCCCCSc1ccc(-c2nc3cnccn3c2NCCCC)cc1
3,4,Cc1cc(C)cc(OCC(=O)OCC(=O)NC2CC2)c1
0,4,COc1ccc(Nc2cccc3ccccc23)cc1
3,-4,O=C(CC1SC(N2CCOCC2)=NC1=O)Nc1cccc(C(F)(F)F)c1 (stereo unspecified)
1,3,COc1ccc(NC(=O)Nc2cccc3c2O[C@H](CN(C)C(=O)Nc2ccccc2)[C@@H](C)CN([C@H](C)CO)C3=O)cc1
-1,-2,CC(=O)Nc1ccc(S(=O)(=O)N(C)CC(=O)NNC(=O)Cc2nc3ccccc3n2C)cc1
4,5,COC(=O)c1ccc(C)c(NC(=O)CSc2nnc3ccccn23)c1
4,7,Cc1n[nH]c(=O)c2c(NC(=O)CSc3ncccn3)oc(C)c12
8,-6,Cc1ccc(S(=O)(=O)N2CCCCC2)cc1NC(=O)c1c(-c2ccccc2)noc1C
2,-2,CCN1C(=O)[C@H]2[C@@H](c3ccc(-c4ccc(F)cc4)cc3)N[C@@](Cc3ccccc3)(C(=O)OC)[C@H]2C1=O
2,3,Cc1ccc(C(=O)NCCCN2CCOCC2)cc1S(=O)(=O)N1CCOCC1
-4,5,Cc1ccc(C(=O)NCC(=O)NCc2ccccc2F)s1
-6,2,Cn1sccc1=O
7,-1,CC(C)C[C@H](NC(=O)c1nc[nH]c1C(=O)N[C@@H](CCCCN)C(=O)OC(C)(C)C)C(=O)OC(C)(C)C
1,-2,CC(=O)N1CCN(C(=O)COC(=O)COc2c(C)cc(C)cc2C)CC1
9,1,CCC(C)Sc1cc(-c2nc3ccc(Cl)cn3c2NC2CCCCC2)ccc1OC (stereo unspecified)
-2,1,CCN(CC)c1ccc(S(=O)(=O)N2CCOCC2)cc1NC(=O)CSc1ccccc1
-1,11,CN(C(=O)COC(=O)c1ccccc1Nc1ccccc1)c1c(N)n(Cc2ccccc2)c(=O)[nH]c1=O
-7,6,CCOc1cc(C(=O)Nc2ccc(S(=O)(=O)N3CCCCC3)cc2)ccc1OCC(=O)N1CCOCC1
1,-10,O=C(c1ccncc1)N1CCN(S(=O)(=O)c2cccc(Cl)c2)CC1
4,0,Nc1nc(Nc2ccccc2)nc2c1ncn2[C@@H]1O[C@H](CO)[C@@H](O)[C@H]1O
4,-3,N#Cc1cccc(S(=O)(=O)NCC(=O)NCc2ccc3c(c2)OCO3)c1
0,-2,Cc1sc2nc(CSCC(=O)N(C)CC(=O)Nc3ccc(F)cc3)[nH]c(=O)c2c1C
4,-5,O=C(OCc1nnc(-c2ccccc2)o1)c1cc(S(=O)(=O)N2CCOCC2)ccc1F
1,5,COc1ccc2c(c1)[C@H]1[C@H](CO2)[C@H](c2ccccc2)[C@]2(C)C(=O)Nc3ccccc3C(=O)N12
2,-4,O=C(COC(=O)c1ccc(Br)cc1)NC(=O)NCc1ccccc1
4,-2,O=C(CN1C(=O)NC2(CCCCC2)C1=O)N1CCN(c2ncccn2)CC1
1,1,CCOC(=O)N1CCN(C(=O)CNC(=O)c2ccccc2F)CC1

Further records:
IDE act,IDE cell inh,molecule
4,10,CSc1nc(N)nc2c1ncn2CC(=O)NCC(c1ccccc1)c1ccccc1
7,-4,Cc1ccc(NC(=O)NC2CC(=O)N(c3ccc4c(c3)OCCO4)C2)cc1C (stereo unspecified)
4,1,COc1ccc(C2(c3ccc(OC)cc3)NC(=O)N(CC(=O)N3CCOCC3)C2=O)cc1
3,0,COc1ccc(-c2ccc3c(c2)S(=O)(=O)c2cccc(C(=O)NCc4cc(C)oc4C(F)(F)F)c2C3=O)cc1OC
5,3,COc1ccc(NS(=O)(=O)c2ccc(C)c(C(=O)NNC(=O)c3csc(N4CCOCC4)n3)c2)cc1
2,1,COc1ccc(C(=O)Nc2ccc3[nH]ccc3c2)cc1OC
-1,3,CN(CC(=O)Nc1cccc(F)c1)C(=O)c1cc([N+](=O)[O-])ccc1N1CCCCC1
7,4,Cc1ccc(NS(=O)(=O)c2cccc(C(=O)NCC(c3ccco3)N3CCCC3)c2)cc1 (stereo unspecified)
3,5,O=C(/C=C/c1ccc([N+](=O)[O-])cc1)OCC(=O)N1CCCC1
-6,0,Cn1c(-c2ccsc2)c(-c2cccs2)c2cc(-c3cccc4[nH]ccc34)ccc21
2,0,CN(CC(=O)Nc1ccc(Cl)cc1)C(=O)CNC(=O)c1ccc2c(c1)OCO2
-4,5,CCCCCCCC(=O)O
2,6,O=C(COC(=O)c1ccccc1F)NCc1ccc2c(c1)OCO2
7,1,CCCCn1c(N)c(N(CCOC)C(=O)c2cc(-c3ccccc3Cl)nc3ccccc23)c(=O)[nH]c1=O
1,7,COc1ccc(NC(=O)N(C)C[C@H]2Oc3ccc(NC(=O)C4CC4)cc3C(=O)N([C@H](C)CO)C[C@@H]2C)cc1
7,0,CSc1ncc(Sc2ccccc2)c(C(=O)O)n1
0,-4,Cc1csc(NC(=O)CSC2=NS(=O)(=O)c3cc(F)ccc3N2)n1
1,-2,COc1ccc(-c2c(-c3cc(OC)cc(OC)c3)n(C)c3ccc(-c4ccc(S(N)(=O)=O)cc4)cc23)cc1
7,7,COc1ccc(Cn2c(-c3ccccc3C)nc3c(c(=O)c4ccccc4n3C)c2=O)cc1
-2,2,COc1ccc(CN2CC[C@H]3C=CC[C@@H](C(=O)Nc4ccc(Cl)c(C(F)(F)F)c4)[C@H]3C2=O)cc1OC
2,-1,CCn1c(SC(C)C(=O)NC2CCCC2)nc2cc(S(N)(=O)=O)ccc21 (stereo unspecified)
-1,-2,COc1ccc(NS(=O)(=O)c2ccc(N3CCCCC3)c(N)c2)cc1
2,3,CC(C)(CNC(=O)c1ccc(S(=O)(=O)Nc2cccc(C(F)(F)F)c2)cc1)N1CCOCC1
2,-2,CCOc1ccccc1C(=O)NCC(=O)NNC(=O)c1cccs1
1,7,COc1ccccc1NS(=O)(=O)c1cc(C(=O)NCC(C)(C)N2CCOCC2)ccc1C
-4,-5,CC(C)(C)c1nnc2sc(SCC(=O)NCc3ccco3)nn2c1=O
7,2,Nc1ncnc2c1ncn2[C@@H]1O[C@H](CO)C[C@H]1O
-2,7,COc1ccc(Cl)cc1NS(=O)(=O)c1cccc(C(=O)NC2CC2)c1
0,2,Cc1ccc(OCCNC(=O)c2ccc(COc3ccccc3)o2)cc1
1,0,Cc1nc2ccc(NS(=O)(=O)c3ccccc3F)cc2s1

(continued)
IDE act,IDE cell inh,molecule
1,-3,CC(C)CCOc1ccc(C(=O)NN2C(=O)NC3(CCCCC3)C2=O)cc1
2,-4,Cc1cc(C)n(-c2ccc(C(=O)N3CCN(S(=O)(=O)c4ccc(C(C)C)cc4)CC3)cc2)n1
3,-13,CC1(c2ccc(OC(F)F)cc2)NC(=O)N(CC(=O)Nc2ccc(N3CCCCC3)cc2)C1=O (stereo unspecified)
3,4,COc1cc(C)c(C(=O)Oc2cc(C)c(C(=O)O)c(O)c2C)c(O)c1C
5,6,COc1ccc(C(C)(C)C)cc1NC(=O)CCCN1C(=O)NC(C)(C)C1=O
2,0,COc1ccc(CCC(=O)Nc2cccc(S(=O)(=O)N3CCCCCC3)c2)cc1OC
5,-1,COc1ccccc1NC(=O)COC(=O)COc1ccccc1F
1,1,COc1ccc(S(=O)(=O)NCCc2ccccn2)cc1
1,0,CCOC(=O)C1Nc2ccccc2C2c3ccccc3CC12 (stereo unspecified)
-10,4,O=C(/C=C/c1ccccc1Cl)OCC(=O)N1CCCC1
1,-4,COc1cccc(NC(=O)COC(=O)c2c(NC(C)=O)sc(C)c2C)c1
5,-6,O=C(COC(=O)c1ccccc1NCCO)NCc1cccs1
2,6,Cc1cc(C(=O)CSc2nnc(-c3ccco3)o2)c(C)n1C
4,-3,C[C@@H]1COC(=O)[C@@H](NC(=O)OCC2c3ccccc3-c3ccccc32)C/C=C\C[C@@H](CC(=O)N(CCO)Cc2ccccc2)C(=O)N1
0,4,NS(=O)(=O)c1ccc(NC(=O)CSc2nnc3n2CCCCC3)cc1
1,-5,O=C(COc1ccccc1)Nc1nc(-c2cccnc2)cs1
-1,1,C#CCNC(=O)C1=C[C@H](C(C)(C)C)C[C@H](OCCCCO)O1
1,11,CC(C)(CNC(=O)c1ccc(NS(=O)(=O)c2ccc(F)c(F)c2)cc1)N1CCOCC1
-1,-3,CCn1c(C)cc(C(=O)COC(=O)c2ccccc2[N+](=O)[O-])c1C
4,0,COc1ccc(S(=O)(=O)N2CCCCC2)cc1NC(=O)C1CC(=O)N(c2ccc3c(c2)OCCO3)C1 (stereo unspecified)
2,-3,NCCCCCCNS(=O)(=O)c1cccc2c(Cl)cccc12
0,6,CN(CC(=O)Nc1ccc(Cl)c(C(F)(F)F)c1)C(=O)C1CSC2(C)CCC(=O)N12 (stereo unspecified)
22*,2,CNC[C@@H]1Oc2ccc(NS(=O)(=O)c3ccc(OC)cc3)cc2CC(=O)N([C@H](C)CO)C[C@@H]1C
-1,0,O=C(C[C@@H]1C/C=C\CC[C@H](Cc2ccc(F)cc2)C(=O)OC[C@@H]2CCCN2C1=O)NCCO
2,-4,O=C(c1ccco1)N1CCN(Cc2cc(=O)oc3cc(O)ccc23)CC1
2,1,Cc1nc(SCC(=O)NCC2CCCO2)[nH]c(=O)c1C (stereo unspecified)
-4,3,O=C(CSc1nnc2ccc(-c3ccncc3)nn12)Nc1ccc(F)cc1
-1,-3,COc1cccc(NC(=O)CN(C)C(C)C(=O)NC(=O)NC2CCCCC2)c1 (stereo unspecified)
1,1,Cc1cccc(-c2nn(-c3ccccc3)cc2C(=O)N2CCN(C3CCS(=O)(=O)C3)CC2)c1 (stereo unspecified)
5,2,Cc1onc(-c2ccccc2)c1C(=O)Nc1cccc(S(=O)(=O)N2CCCCC2)c1

Carrying on.
IDE act,IDE cell inh,molecule
3,-1,CCCCn1c(N)c(N(CCOC)C(=O)c2cc(C)oc2C)c(=O)[nH]c1=O
1,-7,O=C(NCc1ccccn1)c1cc(-c2ccncc2)nc2ccccc12
4,-4,Clc1ccccc1Nc1nc2ccccc2o1
3,-2,CCOc1cc(C(=O)N2CCC(CC3CC(c4ccccc4)=NO3)(C(=O)NCc3ccc(OC)cc3)CC2)cc(OCC)c1OCC (stereo unspecified)
-1,0,Cc1ccc(C(=O)CN2C(=O)NC3(CCCCC3C)C2=O)s1 (stereo unspecified)
-3,-6,Cn1c(N)c(C(=O)COC(=O)Cc2ccc(Cl)c(Cl)c2)c(=O)n(C)c1=O
0,1,COCCN(C(=O)c1ccc(C#N)cc1)c1c(N)n(Cc2ccccc2)c(=O)[nH]c1=O
-1,-6,Cc1noc(C)c1COc1ccccc1C(=O)NC(C)c1ccc(Cl)cc1 (stereo unspecified)
-2,-2,COc1ccc(NC(=O)CN2C(=O)NC(C)(c3ccc4c(c3)OCCO4)C2=O)cc1S(N)(=O)=O (stereo unspecified)
5,-10,CC(C)Cc1nnc(NC(=O)C2CCN(C(=O)c3ccc(Cl)cc3)CC2)s1
-5,10,Cc1cccc(N2CCN(C(=O)CSc3nnnn3C3CC3)CC2)c1C
-1,4,CCOc1ccc(NS(=O)(=O)c2cc(C(=O)N3CCC3)ccc2Cl)cc1
2,9,COc1ccc(Nc2nc(N3CCCC3)nc(N3CCOCC3)n2)cc1
-4,2,CCN(CC)C(=O)c1[nH]cnc1C(=O)N[C@@H](C)c1ccccc1
-2,1,COc1ccc(N2CCN(C(=O)COC(=O)CCOc3ccccc3C)CC2)cc1
2,-1,O=C(Cn1cc([N+](=O)[O-])ccc1=O)N1CCc2ccccc2C1
1,0,O=C(CSc1cccc[n+]1[O-])Nc1ccc(Cl)cc1F
5,9,COc1ccc(NS(=O)(=O)c2ccc(OC)c(NC(=O)CNC(=O)c3ccc(OC)cc3)c2)cc1
5,1,O=C(COC(=O)c1cccc(OC(F)F)c1)NCC1CCCO1 (stereo unspecified)
3,0,COc1ccc(OC)c(NC(=O)CSc2nnc3ccc(-c4ccccn4)nn23)c1

Filtered by structure, those above containing an NH in an aromatic ring.
IDE act,IDE cell inh,molecule
-9,6,CC1CCN(C(=O)c2[nH]cnc2C(=O)NCc2ccccc2)CC1
4,7,Cc1n[nH]c(=O)c2c(NC(=O)CSc3ncccn3)oc(C)c12
7,-1,CC(C)C[C@H](NC(=O)c1nc[nH]c1C(=O)N[C@@H](CCCCN)C(=O)OC(C)(C)C)C(=O)OC(C)(C)C
-1,11,CN(C(=O)COC(=O)c1ccccc1Nc1ccccc1)c1c(N)n(Cc2ccccc2)c(=O)[nH]c1=O
0,-2,Cc1sc2nc(CSCC(=O)N(C)CC(=O)Nc3ccc(F)cc3)[nH]c(=O)c2c1C
2,1,COc1ccc(C(=O)Nc2ccc3[nH]ccc3c2)cc1OC
-6,0,Cn1c(-c2ccsc2)c(-c2cccs2)c2cc(-c3cccc4[nH]ccc34)ccc21
7,1,CCCCn1c(N)c(N(CCOC)C(=O)c2cc(-c3ccccc3Cl)nc3ccccc23)c(=O)[nH]c1=O
2,1,Cc1nc(SCC(=O)NCC2CCCO2)[nH]c(=O)c1C (stereo unspecified)
3,-1,CCCCn1c(N)c(N(CCOC)C(=O)c2cc(C)oc2C)c(=O)[nH]c1=O
0,1,COCCN(C(=O)c1ccc(C#N)cc1)c1c(N)n(Cc2ccccc2)c(=O)[nH]c1=O
-4,2,CCN(CC)C(=O)c1[nH]cnc1C(=O)N[C@@H](C)c1ccccc1
